PKA-R1A activ – activators of PKA-R1A complex | P00514+P68181 | PKA-R1A dissociation, Cy5-IP20 fluorescence polarization; scaled: DMSO 0%, 113 µM cGMP 100% | activation, % at 11.4 µM | 0.083% of 340,000 active;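 active means percent activation above the mean of all tested compounds plus 3 SD, cut at about 19% in these data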;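 further: higher means more PKAc released from R1A so a rise in polarization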
HTR5A ag – HTR5A agonism, opioid heterodimer counter-screen. HTR5A agonist assay, luminescence, cell-based. AID 504692. 0.61% of 340,000 active. activation, % at 9.3 µM; in the data active means activation mostly above about 9.5%, no sharp cut-off; inactive means mostly below about 7.6%;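 further: 0% = cells with vehicle only and 100% = reference agonist; strong numbers were not always called active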
Target sequence (P47898 whole entry, looked up): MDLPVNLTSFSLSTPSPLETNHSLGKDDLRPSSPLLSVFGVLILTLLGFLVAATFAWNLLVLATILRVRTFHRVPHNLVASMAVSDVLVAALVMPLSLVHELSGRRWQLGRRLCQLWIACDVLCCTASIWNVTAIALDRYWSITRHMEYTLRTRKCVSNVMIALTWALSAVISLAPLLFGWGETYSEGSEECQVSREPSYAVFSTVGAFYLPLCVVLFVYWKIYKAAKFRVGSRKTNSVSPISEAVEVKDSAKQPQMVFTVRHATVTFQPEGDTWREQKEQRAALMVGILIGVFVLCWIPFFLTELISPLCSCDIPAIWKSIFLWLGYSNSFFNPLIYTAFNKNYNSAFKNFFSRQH
Tat transport – blocks Tat-dependent protein export in E. coli; AID 488895; inhibition, % at 10 µM; E. coli MC4100 TorA-mCherry Tat export, fluorescence; 0.036% of 340,000 active;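 active means mean replicate inhibition at least 50% and at least half of replicates individually reaching 50%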;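 further: exported cargo escapes ClpAP degradation while cytoplasmic cargo is degraded and loses fluorescence; 0% = median of neutral control wells and 100% = median of NaSCN control wells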
HTR5A inv ag – inverse agonist of human HTR5A in OPRM1-OPRD1 counter-screen; P47898; HTR5A cell line, luminescence, inverse agonism; inhibition, % at 9.3 µM; 0.083% of 340,000 active; in the data active means inhibition mostly above about 23%, no sharp cut-off; inactive means mostly below about 18%;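 further: 0% = cells with DMSO and 100% = no-cell wells with DMSO; some compounds called inactive have numbers as strong as hits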
AddAB inh – less growth of phage-infected E. coli with AddAB. E. coli expressing H. pylori AddAB, absorbance growth. inhibition, % at 11.9 µM. 0.29% of 330,000 active. AID 435030; in the data active means inhibition above about 12%;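 further: 0% = vehicle wells of infected cells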
SUMO Mot1 rescue – blocks SUMOylation pathway, rescuing yeast Mot1-301 growth; S. cerevisiae Mot1-301 growth rescue, ATP luminescence, 38.5C; percent above DMSO median, 100 means doubled; growth rescue, % at 18.8 µM; 1% of 320,000 active; AID 2716;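 active means every valid replicate shows activation above 250% relative to neutral control wells; inactive means the rest, any valid replicate at or below 250%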;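 further: OY570 slx delta 5 strain wells were the positive control but not used for scaling; some compounds called inactive have numbers as strong as hits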
phage Ecoli inh – E. coli growth loss with phage present | growth absorbance | inhibition, % at 11.9 µM | 0.26% of 360,000 active; in the data active means inhibition above about 11%
Ecoli viability – counter-screen for AddAB inhibitors: E. coli growth inhibition | E. coli V3065 growth, OD600 absorbance, 18 h | inhibition, % at 11.9 µM | 0.27% of 330,000 active | AID 449728;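 active means inhibition above the campaign's mean inhibition across all tested compounds plus 3 SD, cut at about 9.9% in these data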;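 further: uninfected addAB+ strain grown without phage in ampicillin broth; 0% = DMSO wells and 100% = ciprofloxacin 0.95 µg/ml wells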
DAGLB inhibitor – blocks human DAGLB lipase activity; Q8NCG7; AID 504411; HEK293T DAGLB membrane lysate, EnzChek fluorogenic substrate; inhibition, % at 5.17 µM; 0.059% of 340,000 active; in the data active means inhibition above about 34%;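 further: 0% = enzyme with vehicle and 100% = wells lacking enzyme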
CDK5 p35 inh – inhibitors of human CDK5/p35 kinase | 0.01% of 330,000 active | Recombinant CDK5/p35, ADP-Glo luminescence, 60 min | inhibition, % at 10 µM;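 active means highest replicate inhibition of at least 50% and at least 75% of replicates reaching 50%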;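 further: plate controls were DMSO neutral control for no effect and GW8510 at 10 µM for full effect; many of its hits are not listed in these tables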
PKA-R2B activ – PKA-R2B complex activation | activation, % at 11.4 µM | 0.079% of 340,000 active | PKA-R2B holoenzyme dissociation, Cy5-IP20 fluorescence polarization; R2B truncated from residue 108, S112A mutant; 0% DMSO only, 100% 113 µM cGMP | P22694+P31323;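 active means activation above a cutoff set at the mean over all compounds plus 3 SD, cut at about 18% in these data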;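 further: higher means more holoenzyme dissociation and a rise in polarization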
Target sequence (P31323 whole entry, looked up, other chains not shown, the tested form may be a part): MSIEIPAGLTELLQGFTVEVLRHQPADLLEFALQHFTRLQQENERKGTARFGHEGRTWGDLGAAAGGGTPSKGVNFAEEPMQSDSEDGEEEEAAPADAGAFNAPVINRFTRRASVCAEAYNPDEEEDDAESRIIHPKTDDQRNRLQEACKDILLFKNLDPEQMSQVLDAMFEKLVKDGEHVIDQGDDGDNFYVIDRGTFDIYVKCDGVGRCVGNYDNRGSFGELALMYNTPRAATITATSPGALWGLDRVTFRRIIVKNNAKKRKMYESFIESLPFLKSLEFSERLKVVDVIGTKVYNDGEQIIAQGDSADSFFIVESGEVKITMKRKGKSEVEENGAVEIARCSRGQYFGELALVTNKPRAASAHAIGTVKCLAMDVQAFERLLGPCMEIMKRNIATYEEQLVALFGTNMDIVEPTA
Starred values were filed as active, the others as inactive; · = no result given.

SMILES	PKA-R1A activ	HTR5A ag	Tat transport	HTR5A inv ag	AddAB inh	SUMO Mot1 rescue	phage Ecoli inh	Ecoli viability	DAGLB inhibitor	CDK5 p35 inh	PKA-R2B activ
O=C(CSc1ccccc1Cl)NC1CCCc2ccccc21 (stereo not given)	-4.7	0.3	-2.0	1.9	4.3	3.0	1.3	-0.8	-2.9	-1.1	0.1
CN(C(=O)CSc1nc(C2CC2)nc2ccccc12)c1nc(-c2ccccc2)cs1	-0.2	0.5	-5.0	4.5	1.2	211.2	3.8	0.9	-0.8	-0.8	-4.3
Cc1cccc(NC(=O)CSc2ccc3nnc(-c4cccnc4)n3n2)c1	-4.8	3.9	-3.5	-9.5	0.1	7.4	0.7	0.9	-2.5	-1.2	-1.5
Cc1cc(NC(=O)CCC(=O)N(Cc2ccco2)C(C(=O)NC2CCCC2)c2ccccc2C)no1 (stereo not given)	-2.4	0.6	6.0	10.3	3.2	-6.5	2.2	2.4	-0.4	-0.6	-10.4
CC(C)n1nccc1N(Cc1ccc(C#N)cc1)S(=O)(=O)c1ccccc1	14.4	-2.6	-8.7	7.4	0.8	-4.5	0.0	-1.1	-1.4	-0.6	-0.5
O=C(NC1CCN(Cc2ccccc2)CC1)c1ccccc1	1.8	-2.1	-4.8	8.0	2.8	12.9	1.4	-1.2	0.1	0.4	-1.8
COc1ccc(C(=O)NC(C)c2cc(OC)c(OC)cc2Br)cc1 (stereo not given)	-0.1	6.7	-6.2	-5.2	4.0	2.0	2.8	1.2	-1.8	1.9	4.8
COc1cccc(/C=C/C(=O)OCC(=O)Nc2cc(S(=O)(=O)N3CCOCC3)ccc2C)c1	-3.1	-1.6	-11.0	4.3	0.9	36.2	1.9	-1.4	-0.3	0.8	-0.5
CC1Nc2ccccc2C(=O)N1NS(C)(=O)=O (stereo not given)	3.4	1.3	7.7	-3.3	-0.5	11.9	3.7	0.0	1.2	-3.2	5.3
CCN1CCN(C(=O)CCc2nc3ccccc3n2-c2ccccc2)CC1	-2.7	-3.2	-3.5	-7.4	0.2	6.9	3.4	-0.2	-1.4	0.5	-10.2
Nc1nonc1-n1nnc(C(=O)N/N=C/c2cc(Br)ccc2O)c1CNc1ccccc1	4.4	-3.7	-3.7	13.9	5.4	234.4	12.2*	-0.3	7.6	-0.9	-0.2
COc1cc(N=Nc2ccc3ccccc3c2)ccc1O	2.0	-6.7	6.0	24.9	-1.6	24.5	1.8	-1.7	18.1	0.6	-6.4
Cc1[nH]nc2c1C(c1ccoc1)C(C#N)=C(N)O2 (stereo not given)	2.3	-1.6	-2.0	7.4	3.9	-27.0	1.9	1.2	-0.1	0.0	-3.1
Cc1ccc(-c2nnn(CC(=O)Nc3ccccc3N3CCOCC3)n2)cc1	-5.4	0.2	5.2	16.7	-0.2	-6.9	0.9	-0.2	-7.9	-0.7	-12.2
COc1ccc(/C=N/NC(=O)c2nnn(-c3nonc3N)c2-c2cccs2)cc1OC	-9.9	2.4	-2.1	-9.7	2.2	398.6*	-1.6	-0.4	0.3	-0.4	1.5
COc1cccc(/C=N/n2nnc3c(cnn3-c3ccccc3)c2=O)c1	-11.6	3.4	8.9	-8.7	-0.9	-15.6	0.5	0.8	-4.9	-1.2	5.7
CCOC(=O)C1=C(N)Oc2c(oc(CO)cc2=O)C1c1ccc(Cl)cc1 (stereo not given)	4.0	-1.3	3.1	2.3	1.3	-9.2	-0.1	-0.5	0.5	-0.3	7.2
N#CCC1c2ccccc2CCN1C(=O)Nc1cccc(Cl)c1 (stereo not given)	6.3	2.5	4.7	-4.6	1.8	-1.6	3.3	2.1	-2.2	-1.8	-6.2
O=C(NC1CCCN(Cc2ccc(Cl)cc2)C1)c1c(F)ccc(F)c1F (stereo not given)	-3.4	1.5	-0.6	20.3	0.5	-6.2	-0.7	-0.3	-3.5	-2.8	6.7
CCN1C(=O)C2C(C1=O)N1C(c3cccs3)C3C(=O)N(CC)C(=O)C3N1C2c1cccs1 (stereo not given)	10.2	4.7	4.2	-13.1	-2.6	·	4.3	0.9	-0.3	-1.1	-5.2
CS(=O)(=O)N1CCc2cc(C(=O)N3CCN(c4ccc(F)cc4)CC3)ccc21	1.5	3.7	-11.0	-15.2	-0.9	1.6	1.9	0.6	-1.8	0.4	-6.9
CC(=O)c1ccc(NC(=O)CN2CCN(c3ncccn3)CC2)cc1	-5.6	-0.1	-1.1	-9.7	-1.3	-7.2	0.1	-2.5	0.6	-0.3	3.6
O=C(NCCN1CCOCC1)c1ccc(S(=O)(=O)Nc2ccccc2)cc1	-5.1	-3.6	-3.1	-1.7	0.2	6.3	4.5	1.4	-3.1	1.0	-4.7
CN(C)CCN(C(=O)C1CCN(S(=O)(=O)c2cccs2)CC1)c1nc2ccccc2s1	2.8	-3.6	-8.1	-15.2	-0.3	20.6	2.2	0.0	1.5	1.0	-1.7
Cn1c(N/N=C/c2cccs2)cc(=O)n(C)c1=O	3.6	1.4	-5.5	-2.5	3.2	4.2	1.9	2.0	-2.8	2.1	10.1
COCCN(Cc1ccccc1)C(=S)Nc1ccc(OC(F)F)cc1	-11.6	5.7	6.7	-16.2	1.2	-5.0	0.5	-0.2	-1.8	1.5	-11.0
CCOC(=O)N1CCC(NCCNC(=O)c2cccs2)CC1	-5.3	8.2	11.8	-21.9	1.9	1.5	1.2	-1.2	0.5	-8.8	-7.3
CCOC(=O)C1(CCCc2ccccc2)CCN(C(=O)c2ocnc2C)CC1	1.8	4.7	-5.7	-12.1	-0.5	3.1	2.6	-3.7	-1.6	1.7	-4.3
COc1ccc(NC(=O)NCc2ccccc2F)cc1OC	8.9	1.9	9.0	-5.3	2.2	169.5	3.1	0.6	-3.1	0.0	1.1
CCOc1ccc(NC(=O)c2cc3ccccc3cc2O)cc1	-3.5	4.1	-4.2	-15.1	2.4	12.4	4.5	-0.3	-3.0	-0.4	-1.8
COc1ccc([N+](=O)[O-])cc1NC(=O)c1ccc(N2C(=O)CCC2=O)cc1	-17.3	-5.0	-2.0	3.7	-0.5	-36.8	1.7	2.9	-4.2	0.0	-8.7
O=C(CN1CCN(Cc2ccc(F)cc2Cl)CC1)NCc1ccccc1	-5.9	-4.8	-1.2	16.2	2.3	4.3	-1.5	-3.8	1.0	-0.5	-2.9
COc1cccc(NC(=S)Nc2cc(C)cc(C)n2)c1	-2.5	0.5	-13.0	-2.5	1.2	7.9	1.1	0.2	-7.8	-0.7	-2.4
COc1ccc(-c2ccc(=O)n(Cc3cccc([N+](=O)[O-])c3)n2)cc1	-2.7	1.8	-1.1	-5.7	-3.0	-6.1	2.0	-2.3	-1.1	-2.5	11.2
O=C(CCCCCn1c(=S)[nH]c2ccc(N3CCOCC3)cc2c1=O)NCc1ccc(Cl)cc1	5.5	13.4*	2.4	-34.5	-2.4	-11.3	0.2	-0.2	8.3	1.2	-2.0
c1cnc2c(Oc3ncnc4sccc34)cccc2c1	-10.4	2.7	-12.8	-7.4	0.3	-0.9	2.5	0.3	-2.1	-1.2	-6.1
Cc1cc(-c2nc(C)c(-c3nnc(SCC(=O)Nc4cc(Cl)cc(Cl)c4)n3C)s2)no1	-6.9	0.7	-1.8	4.7	2.3	-8.2	1.5	0.7	-3.0	0.2	-5.8
COc1ccccc1NC(=O)Cc1nnc(SCC(=O)Nc2nccs2)n1C	-4.0	0.9	-5.3	-2.5	4.9	-8.7	1.8	0.9	-1.5	1.5	-19.0
CCOc1ccccc1CN1CCNC(=O)C1CC(=O)NCc1ccccn1 (stereo not given)	4.6	1.4	4.8	-22.9	3.7	-1.1	3.0	0.1	0.5	-1.9	-0.9
Cc1cc(C(=O)NCCc2ccc(Cl)cc2)no1	-13.8	0.9	-0.4	19.7	1.2	6.8	1.9	-0.1	-5.8	1.9	-8.4
Nc1nonc1-n1nnc(C(=O)N/N=C/c2cc(Cl)ccc2O)c1CN1CCCCCC1	7.0	7.6	-5.6	-21.1	9.3	3.0	5.3	2.5	14.1	-1.0	11.7
C[C@H](NC(=O)c1ccco1)C(=O)Nc1ccc2c(c1)OCO2	-2.5	0.6	-0.2	-1.7	4.1	5.8	1.8	-2.2	1.3	-6.6	-4.5
O=C1CN(C(=O)COC(=O)CNS(=O)(=O)/C=C/c2ccccc2)c2ccccc2N1	-3.7	-5.8	-3.0	14.2	1.4	-11.6	1.4	-0.1	-1.6	2.0	0.9
Cc1c(Br)c(=O)oc2c(C)c(O)ccc12	4.9	9.1	-2.7	8.9	1.5	-11.3	3.0	-3.5	1.0	3.1	5.5
CCn1c(SCC(=O)Nc2cccc(C(C)=O)c2)nnc1C(C)C	-4.9	1.8	-3.9	-6.9	7.8	-3.4	0.9	1.7	0.0	-0.1	-6.3
Nc1c2c(nn1-c1ccccc1)CCC2	-0.4	4.0	-3.1	-11.2	3.1	-3.0	2.5	-1.1	-2.2	-0.3	-4.6
CC(C)Nc1nnc(SCC(=O)N2CCN(C(=O)c3ccco3)CC2)s1	-7.8	0.4	-7.6	12.2	0.0	-13.3	1.4	1.9	2.2	-1.5	-8.0
CCOC(=O)c1c(NC(=O)CSc2nnc(-c3cccnc3)o2)sc2c1CCC2	8.9	0.6	-1.4	-18.4	-2.2	3.3	1.2	-1.6	-2.3	0.5	2.4
CCOc1ccc(NC2OC(C)C(O)C(O)C2O)c([N+](=O)[O-])c1 (stereo not given)	-1.9	-5.1	0.3	13.1	-0.7	-8.5	3.3	-2.2	2.7	0.6	2.8
C/C(=N\NC(=O)c1ccncc1)c1ccc(N(C)C)cc1	-4.0	3.8	2.6	-10.0	-0.6	-13.8	4.3	1.9	-2.5	-2.7	-6.9
Next records follow.
SMILES	PKA-R1A activ	HTR5A ag	Tat transport	HTR5A inv ag	AddAB inh	SUMO Mot1 rescue	phage Ecoli inh	Ecoli viability	DAGLB inhibitor	CDK5 p35 inh	PKA-R2B activ
O=C(NCCN1CCN(c2ccccc2)CC1)C1(S(=O)(=O)c2ccc(Cl)cc2)CC1	-4.0	2.8	-2.9	-8.3	1.4	-8.2	3.3	-0.3	1.1	1.0	6.0
O=C1NC(=Nc2ccccc2)c2ccc([N+](=O)[O-])cc21	-10.4	3.3	-0.6	-23.5	2.2	-21.1	0.5	0.3	-0.7	-0.1	-4.5
C/C(=N\NC(=O)c1ccccc1OCc1ccc(F)cc1)c1ccccn1	8.6	-1.6	-1.6	4.3	-1.0	16.1	1.3	-2.8	-0.9	1.3	3.8
C/C(=N\NC(=O)c1cc2ccccc2cc1O)c1cccs1	-9.0	9.8	-7.3	-38.5	1.6	-3.5	0.3	2.9	-3.0	5.0	-5.4
CCC1(CC)C(=O)C2=C3C1[C@H](C(=O)OC)CC(C(=O)OC)C[C@H]3[C@H]1C(=O)N(c3ccccc3)C(=O)[C@H]1[C@H]2C (stereo not given in full)	-1.2	-0.7	-2.5	1.9	2.1	12.7	0.5	-0.3	2.9	-1.6	3.0
CCc1ccc2c(c1)C(C)=CC(C)(C)N2	3.7	-4.8	-7.1	-7.2	-0.1	425.0	0.1	1.0	1.2	-2.0	11.6

Bioassay records (PubChem BioAssay)
